High-throughput results deposited in PubChem by several laboratories.
PDI turbidity: inhibitors of human PDI, primary screen, biochemical, turbidity, single point, plate reader | Protein disulfide-isomerase (Homo sapiens), P07237 | PDI insulin aggregation turbidity, A650, 90 min | inhibition, % at 10 µM | hit rate 0.052% among 350,000;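 active = mean inhibition across replicates of 30% or more, whatever share of single replicates reach that level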;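 also: absorbance from insulin aggregation driven by PDI reduction with DTT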
Target sequence (P07237 whole entry, looked up): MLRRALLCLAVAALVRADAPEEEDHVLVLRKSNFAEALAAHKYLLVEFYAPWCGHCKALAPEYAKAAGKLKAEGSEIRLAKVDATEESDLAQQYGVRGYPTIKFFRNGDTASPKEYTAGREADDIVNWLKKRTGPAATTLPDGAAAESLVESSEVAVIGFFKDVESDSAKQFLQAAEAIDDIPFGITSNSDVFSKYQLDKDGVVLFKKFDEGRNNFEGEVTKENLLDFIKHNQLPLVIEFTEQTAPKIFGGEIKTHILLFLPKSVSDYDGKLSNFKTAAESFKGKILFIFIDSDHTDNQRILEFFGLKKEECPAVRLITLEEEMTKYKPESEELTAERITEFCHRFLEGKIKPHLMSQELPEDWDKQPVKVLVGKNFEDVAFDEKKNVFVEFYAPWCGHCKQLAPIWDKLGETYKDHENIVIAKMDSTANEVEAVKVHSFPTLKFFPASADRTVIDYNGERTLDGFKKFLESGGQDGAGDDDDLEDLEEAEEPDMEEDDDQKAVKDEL
Peg3 prom inh: Peg3 promoter-driven luciferase inhibitors, primary screen, cell-based, HeLa, luciferase luminescence; HeLa PEG-Prom luciferase reporter, overnight; inhibition, % at 20 µM; hit rate 1.7% among 360,000; AID 588405, 2011;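 active = inhibition of at least 50% at 20 µM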
MITF TRPM1 inh: inhibitors of MITF-dependent TRPM1 promoter reporter, primary screen, cell-based, SK-MEL-5, single point, luciferase. inhibition, % at 12.5 µM. AID 488899, 2010. hit rate 0.83% among 330,000. SK-MEL-5 TRPM1 promoter luciferase, 24 h;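 active = mean inhibition across replicates of 60% or more, whatever share of single replicates reaches that level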; also: values of inactives mirror those of a sister screen read the other way
hiPSC survival: enhancers of single-cell hiPSC survival, primary screen, ATPlite luminescence | hit rate 0.044% among 360,000 | 100% = ROCK inhibitor wells, 0% = DMSO | survival enhancement, % at 20 µM; in the data active = survival enhancement above about 18%;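 also: cells exposed to compounds for 16 hours before the ATP read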
CaV13 FRET inh: Primary screen for inhibitors of IQ motif and Ca2+-dependent inactivation inhibitor domain binding in CACNA1D, Förster resonance energy transfer in living cells, …; HEK cells, CFP/YFP FRET ICDI-IQ, plate reader, 10 min; percent FRET-ratio fall versus neutral wells; inhibition, % at 12.3 µM; hit rate 0.098% among 340,000;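 active = mean replicate inhibition of at least 30% and at least 1% of replicates passing that level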;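 also: 0% = median of the neutral control wells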
Shn3 inh set2: reduction of Shn3 3'UTR firefly luciferase signal, primary screen, Schnurri-3 inhibitor project, cell-based, Clone20 osteoblasts, set 2. Clone20 osteoblast Shn3 3'UTR firefly luciferase, 24 h. inhibition, % at 12.5 µM. hit rate 0.52% among 360,000;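 active = mean inhibition of at least 75% with every replicate also reaching 75%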;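 also: 0% = median of neutral control wells and 100% = pilot-screen positive control compound; some compounds past the cut are filed as inactive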
NR2E3 ag-1: NR2E3 agonists in two-hybrid cells, primary screen, cell-based, luminescence, CHO-S, Gal4-NCOR/VP16-NR2E3 | luciferase | hit rate 0.35% among 360,000 | inhibition of corepressor binding, % at 3.98 µM | AID 602229, 2012;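 active = inhibition above the mean of all tested compounds plus 3 SD, cut at about 70% in these data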;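 also: 0% = DMSO with NR2E3 transfected cells and 100% = cells lacking NR2E3 construct; higher means lower luciferase signal from less NR2E3 corepressor binding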
Target sequence (Q9Y5X4 whole entry, looked up, the tested form may be a part): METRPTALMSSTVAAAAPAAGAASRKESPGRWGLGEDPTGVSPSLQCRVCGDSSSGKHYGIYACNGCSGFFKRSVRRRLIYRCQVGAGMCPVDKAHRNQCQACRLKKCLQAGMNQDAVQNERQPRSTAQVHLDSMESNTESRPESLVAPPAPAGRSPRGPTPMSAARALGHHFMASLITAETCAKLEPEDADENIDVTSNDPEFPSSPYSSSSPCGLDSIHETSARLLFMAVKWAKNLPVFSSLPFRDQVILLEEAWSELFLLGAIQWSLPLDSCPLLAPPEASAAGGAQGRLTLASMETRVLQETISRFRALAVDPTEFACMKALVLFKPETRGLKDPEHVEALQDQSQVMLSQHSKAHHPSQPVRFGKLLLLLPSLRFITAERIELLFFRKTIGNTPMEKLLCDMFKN
m5-HT2A agonist: mouse Htr2a agonists via beta-arrestin recruitment, primary screen, cell-based, luminescence. 5-hydroxytryptamine receptor 2A (Mus musculus), P35363. CHO-K1 mHTR2A beta-arrestin complementation; percent of 30 µM serotonin response. activation, % at 7.6 µM. hit rate 0.66% among 360,000. AID 624169, 2012;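 active = activation above a run cutoff, the mean activation of all tested compounds plus 3 SD, cut at about 14% in these data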;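 also: 0% = plate median of compound wells and 100% = 30 µM serotonin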
HIF-2a block: HIF-2a reporter inhibitors, primary screen, luminescence, 786-0 RCC cells. 786-0 RCC cells HIF-2a reporter, luciferase luminescence, overnight. inhibition, % at 18.8 µM. hit rate 0.72% among 360,000;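 active = inhibition of the luminescence signal of 40% or more relative to plate controls, in a single-dose primary screen at 18.75 µM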
NR2E3 ag-2: inhibitors of NR2E3-RetCOR corepressor binding, primary screen, NR2E3 agonist project, biochemical, TR-FRET, GST-NR2E3, biotin-RetCOR. hit rate 0.12% among 320,000. AID 2300, 2010. 1536-well. inhibition of corepressor binding, % at 4.78 µM. Photoreceptor-specific nuclear receptor (Homo sapiens), Q9Y5X4;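 active = percent inhibition above the cutoff of mean plus 3 SD of all tested compounds, set per screening campaign, cut at about 20% in these data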;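 also: 0% = DMSO wells and 100% = biotin wells as full block of FRET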
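System: GST-NR2E3 and biotin-RetCOR proteins; probe or stimulus: 7 nM biotin-RetCOR; doses: compound at 4.8 µM, single dose; schedule: Compound–protein incubation for 5 h at 4 °C; detection: time-resolved FRET; read-out: percent inhibition; controls: biotin wells as high control, 0.6% DMSO wells as low control; format: 1536-well plates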
Cardio protect: cardioprotection against H2O2-induced cell death, primary screen, uHTS, H9c2 cells, ATPLite luminescence | H9c2 cardiomyocytes, H2O2 injury protection, 2 h | protection from H2O2 cell death, % at 20 µM | hit rate 0.63% among 360,000;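 active = compounds giving at least 50% protection of heart cells from peroxide-induced death in the single-dose screen, raw or plate-pattern-corrected value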;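 also: 0% = DMSO wells with peroxide and 100% = DMSO wells without peroxide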
Starred values were filed as active, the others as inactive; . = not tested or not shown; & = joins results of further samples; ! = not confirmed by another sample.

Each structure is followed by: NR2E3 ag-1, MITF TRPM1 inh, Shn3 inh set2, Peg3 prom inh, PDI turbidity, CaV13 FRET inh, hiPSC survival, Cardio protect, NR2E3 ag-2, HIF-2a block, m5-HT2A agonist
1	Cc1ccc(N2CCN(c3ccc(C)cc3)C(CC(=O)O)C2=O)cc1 (configuration not stated)
  -29, -13, -6, -44, -6, -5, 5.8, -1, 0, -70, 5
2	CCC(=O)Nc1sc(C(=O)OC)c(C)c1C(=O)OC
  -20, 1, 7, 10, 8, -9, 0.3, 1, 2, 12, -1
3	Fc1cc(F)c2nc(N3CCOCC3)sc2c1
  -51, -32, -25, -120, 8, -4, -0.6, -7, 1, -150, -1
4	CCC1=C(OC(=O)N(CC)CC)N2C(=O)OC(=NCC(=O)OC)[C@]2(C)[C@H]2C1=CC[C@H]1C(=O)N(CC(=O)OC)C(=O)[C@H]12
  2, -13, -11, -1, -4, -12, -2.5, -5, 3, -5, -1
5	COC(CNC(=O)c1cc(Sc2nnc(C)s2)nc2ccccc12)OC
  -11, 3, 7, -8, 3, -18, -2.9, 7, 1, 2, 0
6	C=C1C(=O)O[C@H]2C[C@H]1[C@@H](OC(C)=O)C/C(C)=C/CC/C(C)=C\CC[C@]2(C)O
  29, 99*, 71, 89*, 0, -4, -3.2, -36, ., 94*, 6
7	CCOc1ccc(C(=O)NCC(=O)OCC(=O)N2CCC(C)CC2)cc1
  2, 11, -4, 1, -8, ., 2.0, -6, -1, 10, 6
8	Cc1ccc(S(=O)(=O)N2CCN(C(=O)c3ccccc3)C2)cc1[N+](=O)[O-]
  -11, 5, -1, 0, 14, -9, 1.2, 3, -1, 12, -4
9	CCN1C(=O)N(C)[C@@H](c2ccccc2)C(C(=O)OC)=C1C
  -7, -2, 22, 2, 1, -4, -2.2, 3, 7, 10, -3
10	CN(C)CCCNC(=O)c1cc(C(=O)C2CCCCC2)c[nH]1
  -22, 4, -25, 8, 1, 1, -0.6, -1, 1, 13, -4
11	O=C(Nc1ccc(Cl)cc1)c1csc(-c2ccncc2)n1
  -7, 4, 11, -56, 7, -6, -0.6, -5, 4, -78, -6
12	CC(NS(=O)(=O)c1ccc2c(c1)oc(=O)n2C)c1ccccc1 (configuration not stated)
  -21, 12, -20, 5, 6, -3, -0.3, -3, 0, -10, -1
13	COc1ccc(Cn2c(SCc3cc(C)ccc3C)nc3cc(OC)c(OC)cc3c2=N)cc1
  7, 89*, 96*, 104*, -7, -9, -3.7, -18, -1, 95*, -6
14	Cc1cccc(C=Nc2ccc3c4c(cccc24)CC3)c1O
  -35, -3, 1, 5, -13, -7, -0.9, 5, -8, -20, 1
15	O=[N+]([O-])c1ccc(N2CCOCC2)c([N+](=O)[O-])c1
  -34, -2, 5, 8, 1, -5, 1.3, -4, ., 7, -3
16	CCC(=O)NCCc1nc2cc(NC(=O)COc3ccccc3)ccc2n1C
  -26, -59, -33, -127, -5, -2, 0.3, -5, 5, -125, 2
17	Cc1cc(CNC(=O)COC(=O)c2ccc(Cl)c(N)c2)cc(C)c1O
  -11, 5, -26, -8, 4, -6, 1.4, 7, 1, -8, -3
18	CCOc1ccc(CNC(=O)CCCOc2cc(=O)n(C)c3ccccc23)cc1
  -13, 3, 1, -8, -1, ., 2.8, 0, 0, -4, -3
19	CCN(CC)C(=O)Oc1c(Cl)cc(Cl)c2cccnc12
  5, 19, -2, 19, 6, -6, -0.6, 2, 4, 15, -1
20	CCNc1nc(NCC)nc(N/N=C/c2cc(OC)c(OC)c(OC)c2)n1
  -13, -2, 1, 25, 7, 4, -0.7, 4, -1, 15, -2

Record cards (already shown):
`C=C1C(=O)O[C@H]2C[C@H]1[C@@H](OC(C)=O)C/C(C)=C/CC/C(C)=C\CC[C@]2(C)O` as listed: NR2E3 ag-1: 29; MITF TRPM1 inh: 99*; Shn3 inh set2: 71; Peg3 prom inh: 89*; PDI turbidity: 0; CaV13 FRET inh: -4; hiPSC survival: -3.2; Cardio protect: -36; NR2E3 ag-2: .; HIF-2a block: 94*; m5-HT2A agonist: 6
`CC(NS(=O)(=O)c1ccc2c(c1)oc(=O)n2C)c1ccccc1` (configuration not stated) as listed: NR2E3 ag-1: -21; MITF TRPM1 inh: 12; Shn3 inh set2: -20; Peg3 prom inh: 5; PDI turbidity: 6; CaV13 FRET inh: -3; hiPSC survival: -0.3; Cardio protect: -3; NR2E3 ag-2: 0; HIF-2a block: -10; m5-HT2A agonist: -1

Next section
Each structure is followed by: NR2E3 ag-1, MITF TRPM1 inh, Shn3 inh set2, Peg3 prom inh, PDI turbidity, CaV13 FRET inh, hiPSC survival, Cardio protect, NR2E3 ag-2, HIF-2a block, m5-HT2A agonist
21	S=c1sc(SCCOc2ccccc2)nn1-c1ccccc1
  -15, -24, 9, 3, 8, -20, -0.9, -8, 2, 0, -4
22	CCN(CC)CCOc1ccc2c(c1)C(=NO)c1cc(OCCN(CC)CC)ccc1-2
  -9, 103*, -2, 107*, -8, -5, -1.8, 4, -2, 54*, -1
23	CCN1C=C(Cc2cccs2)C2=C(C1)C(c1cccs1)C(C#N)=C(N)O2 (configuration not stated)
  -38, -16, -7, 34, -1, -7, 3.6, 21, -1, 18, -1
24	O=S(Cc1ccccc1)CC(O)(c1ccccc1)c1ccccc1 (configuration not stated)
  -16, 7, -33, 9, -2, -6, -1.8, 2, -2, 25, 8
25	CCCCNC(=O)c1onc(CSc2cccc(Cl)c2)c1C(=O)O
  -4, 3, -44, 1, 1, -9, 0.5, 0, -1, 15, 3
26	COc1ccccc1C=NNC(=O)NN=Cc1ccccc1OC
  -23, -41, -18, -144, -5, -7, -3.9, -17, ., -181, -6
27	O=C(CN1CCN(Cc2ccccc2)CC1)Nc1ccccc1
  13, 2, -62, 1, -2, -4, -0.3, -1, 6, 19, -9
28	Cc1ccccc1OCC(=O)Nc1sc2c(c1C#N)CC(C)(C)NC2(C)C
  -13, -13, 11, 8, 1, -2, 3.4, -8, 2, 10, 5
29	CCc1ccccc1NC(=O)CN(C)C(=O)c1cccc(S(=O)(=O)N2CCCCCC2)c1
  -26, 14, 2, 8, 0, -6, -0.2, 0, 2, -13, -2
30	O=C(Nc1ccc2c(c1)OCO2)c1c(Cl)nc2sccn12
  -101, -93, -70, -285, 1, ., 4.1, 6, 0, -238, -5
31	COc1ccc([C@H]2CC(=O)C[C@@H](CCn3nnc4ccccc43)O2)cc1
  -3, ., ., ., ., -8, 0.0, ., ., 11, -4
32	Cc1ccnc2c1ccc1cccnc12
  74*, 79*, 92*, 24, -1, -5, -0.4, 34, ., -30, -6
33	CCCOc1ccc(-c2nc(C#N)c(NCCCn3ccnc3)o2)cc1
  -3, -9, 33, 13, 2, -9, 6.1, 5, 0, -14, 4
34	O=C(CCNC(=O)c1ccccc1Cl)NCCc1ccc(Cl)cc1
  -4, 9, 4, 6, -2, -4, 0.6, 4, 1, 14, 6
35	C=CCNC(=O)CN1C(=O)C2C3c4ccccc4C(c4ccccc43)C2C1=O (configuration not stated)
  6, -3, 17, 14, 2, -4, -1.8, 7, 2, 12, 1
36	O=C(Nc1ccccc1)c1ccc2snnc2c1
  -21, -10, -1, -47, 2, -3, -2.3, 0, 1, -117, 2
37	C(=N\n1cnnc1)/c1ccc2ncccc2c1
  -25, -5, 15, 9, 0, -8, 0.9, 8, 3, 3, -1
38	O=C(NCc1ccccc1)N1CCNCC1
  -2, 5, -5, 19, -1, -3, -0.2, 10, 4, 17, -3
39	CC(=O)c1c(C)[nH]c(C(=O)COc2ccc3ccc(=O)oc3c2)c1C
  32, -1, 12, 68*, 1, -6, 0.1, 28, 4, -1, 2
40	Cc1ccc([C@H]2C[C@H](n3cc(-c4ccc(F)cc4)nn3)[C@@H](O)CN2C(=O)C2CCCCC2)cc1
  -45, ., 4, -18, 13, -6, 0.3, -2, ., 9, -5
41	Cc1cccc(C)c1NC(=O)CS(=O)CC(=O)NC1CCCc2ccccc21 (configuration not stated)
  -18, -2, -2, 16, -3, -5, 2.4, 0, -2, 2, -2
42	COc1ccccc1C(=O)NC(=O)CSc1nc(C)cs1
  -26, -4, -16, -4, -11, -6, 0.9, 5, -3, -28, 6
43	CC1CCC2(CC1)NC(=O)N(CC(=O)NCCc1ccccc1)C2=O (configuration not stated)
  23, -15, -2, 9, 3, -7, -1.8, 1, ., 16, 6
44	CC(C)(C)c1csc(NC(=O)Cc2cccs2)n1
  -12, -9, -27, -89, -2, -7, 0.5, 0, -4, -86, 4
45	C=CCn1c(C(c2ccccc2)c2ccccc2)n[nH]c1=S
  -4, 9, 6, 2, -8, -4, -1.5, 6, -4, 17, 1
46	CC(=O)c1ccc(NC(=O)CS(=O)(=O)c2cn(CC(=O)N3CCOCC3)c3ccccc23)cc1
  -22, -9, -25, -5, 7, -6, -0.4, 0, -3, 6, -2
47	COc1ccc(CCNC(=O)CCn2c(=O)oc3ccccc32)cc1OC
  32, ., -5, -7, ., -4, 1.6, 5, -1, 6, 3
48	COc1ccccc1N1CCN(C(=O)C2CCN(S(=O)(=O)c3ccc4c(c3)CC(C)N4C(=O)C3CC3)CC2)CC1 (configuration not stated)
  11, 20, 25, 30, -2, -2, -0.4, -2, -1, 16, 7
49	Cc1ccc(Cl)cc1NC1=C/C(=N\S(=O)(=O)c2cccs2)c2ccccc2C1=O
  79*!, 90*, 97*, 110*, -1&4, -6, 4.8&-2.0, -18&-21, 9, 90*, -4&-4
50	COc1ccccc1C(=O)Nc1ccc(C(=O)O)cc1
  -5, 4, 17, 20, -8, -8, 1.0, 0, 1, 29, 7
51	CN(Cc1ccccc1)C(=O)C1CCCN(c2ncnc3c2nc2n3CCCCC2)C1 (configuration not stated)
  -13, -4, 10, 23, -4, -7, 0.6, 6, -3, 22, 1
52	OCCCNc1nc(-c2ccccc2)nc2c1oc1ccccc12
  6, 15, -10, 15, -12, -5, 1.1, 8, 3, -11, 5
